ERG-DNA inh = ERG Ets/DNA interaction inhibition; P11308; fluorescence polarization, His-ERG Ets domain / labelled DNA; Potency, µM (highest dose often 76.9 µM), inactives show top-dose FP activity, negative = inhibition, most hits filed as inhibitors; 370,000 compounds, 0.028% hits; AID 624246; active = well fitted inhibition curve with a large enough effect in the polarisation, with a control signal flat; inconclusive = small, poorly fitted or top-dose-only effect, or effect the other way, or a change in a side signal; inactive = no such curve, though single readings can be large or run the other way; the % refers to the polarisation;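 also: polarization taken with two DNA probes labelled with fluorescein and Texas red; potency is read from the fitted curve at half-maximal effect; % of control where 0% means no effect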
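His-tagged ERG Ets domain (1 uM in the protein solution; 300mM KCl, 50mM Tris-HCl, 1mM EDTA, 1mM DTT, pH 7.5) received compound, then a probe mix of 5 nM fluorescein-DNA and 100nM Texas-615-DNA. Fluorescence polarization was read for both dyes.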
APE1 inh = blocks human APE1 abasic DNA cleavage; P27695; recombinant APE1, TAMRA/BHQ-2 abasic DNA cleavage fluorescence; Potency, µM (doses to about 65.8 µM), without a hit: top-dose activity change, negative = inhibition, hits mostly inhibitors; 350,000 compounds, 0.35% hits; AID 2517;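 also: potency is read from the fitted curve at half-maximal effect; plate controls were vehicle for no effect and reference inhibitor for full effect; nearly all actives have a fitted effect of over 55% in size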
Target sequence (P27695 whole entry, looked up): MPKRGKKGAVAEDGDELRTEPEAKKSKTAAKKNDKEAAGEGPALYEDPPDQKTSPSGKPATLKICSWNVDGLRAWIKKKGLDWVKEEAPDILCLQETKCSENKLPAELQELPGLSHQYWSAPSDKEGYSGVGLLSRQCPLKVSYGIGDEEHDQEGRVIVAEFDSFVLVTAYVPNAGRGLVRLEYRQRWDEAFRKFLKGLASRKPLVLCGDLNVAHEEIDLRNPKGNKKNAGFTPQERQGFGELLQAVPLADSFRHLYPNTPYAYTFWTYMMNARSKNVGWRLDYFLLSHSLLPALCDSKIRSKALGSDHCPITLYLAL
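Enzyme (0.75 nM final) and test compound are incubated 15 min at room temperature before adding 50 nM quenched THF abasic-site duplex. Cleavage dequenches TAMRA, followed at 525/598 nm over three reads one minute apart.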
ALOX12 inh = ALOX12 (human) lipoxygenase inhibition. P18054. purified 12hLO, xylenol orange hydroperoxide absorbance. Potency, µM (titrated, usually from 108 µM), for the others: at the highest dose activity change, negative = inhibition, hits mostly inhibitors. 580,000 compounds, 1.1% hits. AID 1671190; also: potency is read from the fitted curve at half-maximal effect; % is scaled to controls: 0 for no effect and ±100 for the full control effect
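Purified human 12hLO at 150 nM in 25 mM Hepes, 0.01% Triton X-100, pH 7.0, preincubated 15 min at room temperature with compound. Reaction started with 40 uM arachidonic acid, 30 min at room temperature. Hydroperoxide measured by Fe-xylenol orange, 573/405 nm absorbance ratio.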
Pol eta inh = DNA polymerase eta (human) inhibition | recombinant Pol eta, fluorescent DNA replication assay | Q9Y253 | AID 588591 | 390,000 compounds, 1.2% hits | Potency, µM (titrated, usually from 114 µM), inactives show at the top dose activity change, negative = inhibition, actives largely listed as inhibitors; also: potency is read from the fitted curve at half-maximal effect; % is scaled to controls: 0 for no effect and ±100 for the full control effect
Target sequence (Q9Y253 whole entry, looked up): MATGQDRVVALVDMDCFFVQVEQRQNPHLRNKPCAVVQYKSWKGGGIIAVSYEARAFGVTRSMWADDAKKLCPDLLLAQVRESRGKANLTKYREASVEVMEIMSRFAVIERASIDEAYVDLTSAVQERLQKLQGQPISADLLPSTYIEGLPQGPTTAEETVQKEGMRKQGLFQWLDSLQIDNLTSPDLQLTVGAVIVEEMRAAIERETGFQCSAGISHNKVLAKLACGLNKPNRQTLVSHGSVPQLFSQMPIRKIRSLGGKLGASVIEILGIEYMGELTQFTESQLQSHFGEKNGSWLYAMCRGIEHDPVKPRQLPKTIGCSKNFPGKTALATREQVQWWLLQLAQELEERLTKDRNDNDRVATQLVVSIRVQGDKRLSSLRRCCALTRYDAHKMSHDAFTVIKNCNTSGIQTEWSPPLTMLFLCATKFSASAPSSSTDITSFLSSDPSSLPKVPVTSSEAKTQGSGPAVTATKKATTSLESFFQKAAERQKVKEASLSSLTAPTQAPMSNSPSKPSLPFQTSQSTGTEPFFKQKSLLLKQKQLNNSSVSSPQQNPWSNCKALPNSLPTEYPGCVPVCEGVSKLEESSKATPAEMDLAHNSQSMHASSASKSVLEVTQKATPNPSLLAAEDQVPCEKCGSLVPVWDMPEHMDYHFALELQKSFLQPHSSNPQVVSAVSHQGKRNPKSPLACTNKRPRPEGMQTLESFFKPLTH
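Fluorescent replication assay: 50 nM final substrate added after a 15 min room-temperature compound preincubation with 10 nM enzyme. Signal taken at 0 min and again at 10 min.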
Anesthetic bind = candidate novel general anesthetic via apoferritin binding; AID 485281; 350,000 compounds, 0.074% hits; Potency, µM (highest dose often 77.5 µM), for inactives: top-dose activity change, negative = displacement, most hits filed as inhibitors; apoferritin/1-aminoanthracene competitive binding, fluorescence; also: potency is read from the fitted curve at half-maximal effect; % is scaled to controls: 0 for no effect and ±100 for the full control effect; nearly all actives have a fitted effect of over 20% in size
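Horse-spleen apoferritin (10 uM) was mixed with 50% saturated 1-aminoanthracene in PBS, exposed to compounds for 10 min at room temperature, and read for fluorescence (ex 380 nm, em 535 nm). Competitive displacement was fitted with a four-parameter Hill equation.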
POLB inh = DNA polymerase beta (human) inhibition | Potency, µM (highest dose often 114 µM), for the others: at the highest dose activity change, negative = inhibition, actives largely listed as inhibitors | P06746 | Pol beta primer extension/strand displacement, fluorescence kinetic | 340,000 compounds, 1.3% hits; also: potency is read from the fitted curve at half-maximal effect; % is scaled to controls: 0 for no effect and ±100 for the full control effect
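Reaction started by 50 nM substrate onto compound-treated Pol beta (10 nM, 15 min preincubation, room temperature); plates read at 0 min and 10 min. Normalized concentration-effect data fitted by four-parameter Hill equation.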
LDHA block = LDHA (human) enzyme inhibition; P00338; purified LDHA, NADH/diaphorase-resazurin fluorescence; hits give low values; activity change, % (values are at about 110 or 230 µM); 480,000 compounds, 0.15% hits; in the data active = activity change below about -30%; inconclusive = mostly about -25% to -30%;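 also: plate controls were DMSO wells for no effect and wells without enzyme for full effect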
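Human LDH5 at 2 nM final in Tris HCl pH 7.4 with 0.06 mM NADH and 0.2 mM pyruvate, reacted 5 minutes at room temperature. Remaining NADH coupled via diaphorase/resazurin; resorufin fluorescence read at 0 and 20 minutes, normalized to enzyme-free and DMSO wells.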
POLK inh = inhibitors of human DNA polymerase kappa; purified Pol kappa, fluorescent DNA synthesis assay, 10 min; Potency, µM (series often up to 107 µM), inactives show at the highest dose activity, negative = inhibition, most hits filed as inhibitors; 400,000 compounds, 0.53% hits; AID 588579; also: potency is read from the fitted curve at half-maximal effect; % is scaled to controls: 0 for no effect and ±100 for the full control effect
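Kinetic fluorescence screen: compound preincubated 15 min RT with 10 nM enzyme; 50 nM substrate (final) initiates; reads at 0/10 min.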
RGS4 inh = inhibitors of human regulator of G protein signaling 4; P49798; Transcreener GDP fluorescence polarization, RGS4-accelerated GTP hydrolysis; Potency, µM (titrated, usually from 114 µM), for inactives: at the top dose activity change, negative = inhibition, most hits filed as inhibitors; 390,000 compounds, 0.039% hits; AID 504845; also: potency is read from the fitted curve at half-maximal effect; % is scaled to controls: 0 for no effect and ±100 for the full control effect; nearly all actives have a fitted effect of over 75% in size; some results filed as inactive show a strong effect at the top dose
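MLSMR compounds (23 nl, pin-transferred) preincubated 10 min at room temperature with a 500nM (2x) first reagent, then RGS4 at 900nM (2x) plus Transcreener GDP mix added; fluorescence polarization (620/688 nm) read before and after 90 min at 30 °C.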
Numbers without * were called inactive; ? = inconclusive; · = no result given; [ ] = remark or other dose. Unless noted, calls follow the shape of the dose curve; as a rule, active = well fitted curve in the direction sought with a large enough effect; inconclusive = small, poorly fitted or top-dose-only effect, or another doubt; inactive = no such curve, though single readings can be large; an effect the other way counts as inactive or inconclusive.

SMILES	ERG-DNA inh	APE1 inh	ALOX12 inh	Pol eta inh	Anesthetic bind	POLB inh	LDHA block	POLK inh	RGS4 inh
COc1cccc(NC(=O)NNC(=O)C(C)Oc2ccc3ccccc3c2)c1 (centres undefined)	-7%	6%	-1%	-16%	-11%	4%	-1	-17%	4%
O=Cc1ccc(N2CCCC2)c([N+](=O)[O-])c1	-6%	-4%	-11%	-11%	-14%	-2%	-2	2%	-9%
O=C(CN1C(=O)c2ccccc2C1=O)NCCc1c[nH]c2ccccc12	-11%	?	-19%	-7%	-1%	11%	1	-9%	3%
Cc1cc(N2C(=O)C3C4C=CC(C4)C3C2=O)no1 (centres undefined)	-17%	11%	2%	-2%	-9%	-8%	-10	-17%	-29%
O=c1cc(-c2ccccc2)[nH][nH]1	·	-5%	-12%	-3%	-13%	13%	-2	-6%	16%
Oc1ccc(/C=N/Nc2nc(-c3ccccc3F)nc3ccccc23)c(O)c1	-4%	?	-4%	-15%	2%	-3%	-4	-17%	-5%
COc1ccc(CNC(=O)CN(c2ccc(OC)c(Cl)c2)S(=O)(=O)c2ccc(C)cc2)cc1	-4%	23%	0%	-19%	42%[activator]	30%	-2	-6%	-21%
O=C1Cc2cc([N+](=O)[O-])ccc2N1c1c(Cl)cccc1Cl	0%	-1%	0%	-6%	-13%	53%	-9	-26%	8%
O=C(O)CSc1nnc(COc2cccc3ccccc23)o1	-4%	15%	135%[activator]	-18%	-8%	18%	-4	-4%	-32%
CC(C)CC(c1nnnn1Cc1ccccc1)N1CCN(C(=O)c2ccco2)CC1 (centres undefined)	-1%	-6%	?	-9%	-20%	-2%	-2	-4%	-8%
CCOCCCn1c(SC(C)C(=O)NCC2CCCO2)nc2sc(C)c(C)c2c1=O (centres undefined)	-15%	8%	?	?	·	·	-2	-12%	-10%
O=C(CCCOc1ccc(Cl)cc1)NC1CCCCC1	-7%	3%	-1%	-13%	-13%	21%	-1	7%	0%
CCOCCCNC(=O)c1ccc2c(c1)ncn2-c1ccccc1OC	5%	-3%	59%[activator]	2%	3%	39%	-6	-5%	14%
C[C@@H](C(=O)NCCc1ccc(F)cc1)N1C(=O)N2CCc3c([nH]c4ccccc34)[C@@]2(C)C1=O	-5%	8%	20%	-21%	?	-10%	-2	-4%	-14%
Nc1ccccc1C(=O)NNc1ncc(C(F)(F)F)cc1Cl	6%	-9%	-5%	-9%	-15%	?	-3	1%	-9%
Cc1nc2ccc(NC(=O)CCC3CCCC3)cc2s1	4%	15%[12.4 µM]	12%	-19%	10%	1%	-4	-11%	-1%
Cc1cc(C)n(-c2nc3ccccc3nc2Nc2ccc(CC(=O)O)cc2)n1	0%	-5%	11%	-14%	-18%	9%	-6	-20%	18%
CCn1c2ccccc2c2cc(NC(=O)CCCN3C(=O)CCC3=O)ccc21	1%	1%	0%	-14%	-2%	3%	-2	-10%	-42%
CO[C@H]1C=CO[C@@]2(C)Oc3c(C)c(O)c4c(O)c(c(C=NN5CCN(C)CC5)c(O)c4c3C2=O)NC(=O)C(C)=CC=C[C@H](C)[C@H](O)[C@@H](C)[C@@H](O)[C@@H](C)[C@H](OC(C)=O)[C@@H]1C	16%	-11%	?	-8%	-19%	27%	11	4%	-16%
CCOc1ccc(C(C)=O)cc1NC(=O)/C=C\C(=O)O	3%	-5%	-9%	-10%	0%	11%	15	-1%	-18%
N=C1C(c2ccccc2)=C(O)CN1NC(=O)c1ccc(Cl)cc1	-3%	7%	0%	-5%	0%	6%	-1	-10%	-2%
Cc1oc2ccc(O)c(CN3CCCC3)c2c1C(=O)Nc1ccc(C(C)C)cc1	4%	·	?	-20%	-12%	-13%	4	-3%	2%
CCn1c(/C=C/Nc2ccccc2)[n+](CC)c2ccc(Cl)cc21	-10%	3%	?	-8%	-3%	0%	-10	-5%	-13%
COc1ccc(S(=O)(=O)N(C(=O)c2ccncc2)c2ccc3oc4c(c3c2)CCCC4)cc1	11%	-1%	-14%	-21%	-10%	3%	-3	-2%	-31%
O=C(/C=C/c1ccccc1)N(c1ccccn1)C1CCCCC1	0%	0%	-24%	-1%	0%	0%	-11	3%	42%
COc1cc(-n2c(=O)c3ccccc3n(CC(=O)c3ccc(Br)cc3)c2=O)cc(OC)c1OC	2%	0%	37%[activator]	-6%	-4%	-9%	-10	-4%	1%
COc1cccc(-c2nnc(N)o2)c1	2%	13%	64%[activator]	3%	10%	15%	-12	-8%	17%
CCOc1cc(S(=O)(=O)N2CCN(C(=O)c3ccco3)CC2)ccc1F	-6%	16%	?	5%	-7%	20%	-12	-13%	28%
CCOC(=O)CCC(=O)N1CCOCCN(C(=O)CCC(=O)OCC)CCOCC1	0%	-2%	35%[activator]	13%	-8%	?	-12	-10%	8%
Cc1ccccc1NC(=O)/C(C#N)=C/c1ccccc1C(F)(F)F	-2%	17%	-29%	-8%	-3%	1%	5	-23%	-11%
O=C(c1nc2ccccn2c1CNCCn1ccc2ccccc21)N1CCOCC1	-10%	-1%	-11%	-8%	-4%	1%	-4	-4%	14%
c1ccc(Cc2ccc(OCCN3CCOCC3)cc2)cc1	18%	33%	-16%	-17%	?	1%	-3	4%	-35%
O=C(CCCN1C(=O)/C(=C/c2cccs2)SC1=S)Nc1cc([N+](=O)[O-])ccc1O	-3%	60%[activator]	1%	-17%	-14%	2%	-4	-16%	3%
CCCCn1c(N)c(N(CC(C)C)C(=O)C2CSC3(C)CCC(=O)N23)c(=O)[nH]c1=O (centres undefined)	-1%	1%	-6%	-20%	·	·	-6	2%	-7%
O=C(NCCc1ccccc1)C(=O)Nc1cccc(Br)c1	-4%	·	-6%	0%	-1%	27%	-2	1%	-1%
CCCOc1ccc(-c2cc3onc(-c4ccccc4)c3c(=O)n2C)cc1	2%	7%	-19%	-4%	·	·	0	0%	-8%
CCN(CC)c1nc(N)c2c(N)n(-c3ccccc3C)c(=S)c(C#N)c2c1C#N	2%	1%	0%	45µM*	-9%	10%	7	?	-36%
O=C(N/N=C/c1ccccn1)c1cccc(S(=O)(=O)N2CCCC2)c1	-1%	5%	4%	-2%	-2%	3%	-4	0%	19%
Cc1cccc(C(=O)N/N=C/c2ccc(OC3CSC3)cc2)c1	·	-2%	10%	-15%	-14%	3%	-9	-1%	15%
CC(=O)NC(Cc1ccccc1)C(=O)NC1CCN(c2ncccc2[N+](=O)[O-])CC1 (centres undefined)	-7%	-3%	0%	-8%	3%	-7%	-4	-17%	-9%
O=C1OC(N2C(=O)CC[C@H]2C(=O)Nc2ccc3c(c2)OCO3)c2ccccc21 (some centres undefined)	2%	20%	6%	-5%	-6%	1%	7	-3%	-16%
CN(/N=C/c1cc(Br)cc(Br)c1O)c1cccc(C(F)(F)F)n1	-8%	-10%	0%	-20%	-15%	12%	4	-7%	-39%
Cc1cccc(NC(=O)C(C)C(=O)c2ccccc2)c1 (centres undefined)	-3%	-2%	33%	-18%	-20%	-2%	1	0%	-21%
COc1ccccc1N(CC(=O)NC1CCCC1)C(=O)CCC(=O)Nc1ccccn1	4%	10%[12.4 µM]	1%	-18%	1%	15%	-7	4%	7%
CC(C)OP(=O)(c1ccc(N(C)C)cc1)C(O)c1ccccc1F (centres undefined)	-14%	-8%	0%	-9%	-1%	5%	-6	6%	-5%
COc1ccccc1NC(=O)C1CC(C(C)C)OC1=O (centres undefined)	-2%	·	?	-23%	·	·	-2	1%	-2%
CN(C)CCN(Cc1ccccc1)S(=O)(=O)c1ccc2[nH]c(=O)ccc2c1	-1%	·	0%	-15%	-15%	2%	-3	-6%[60.1 µM]	0%
Cc1nonc1OCCNCc1c(C(=O)N2CCCCCCC2)nc2ccc(Cl)cn12	13%	0%	13%	-13%	?	8%	3	12%	-2%
Cc1ccc(N2CCN(C(=O)NCc3noc4ccc(C)cc34)CC2)c(C)c1	-1%	·	-14%	-25%	-6%	2%	6	-4%	-2%
Cc1ccc(-c2nc(C)sc2CC(=O)Nc2nnc(C)s2)cc1	2%	18%	-1%	3%	-17%	30%	4	-2%	-13%

Continuation.
SMILES	ERG-DNA inh	APE1 inh	ALOX12 inh	Pol eta inh	Anesthetic bind	POLB inh	LDHA block	POLK inh	RGS4 inh
CN(Cc1nc(-c2cnccn2)no1)CC1CCN(Cc2ccccc2)CC1	13%	4%	5%	-14%	-7%	0%	-4	-2%	-16%
COc1ccc(NC(=O)c2c(-c3ccccc3)noc2C)c(OC)c1	·	1%	6%	-13%	-13%	-19%	-4	-12%	2%
COc1cccc2sc(N(Cc3cccnc3)C(=O)C3CCCCC3)nc12	1%	·	?	-22%	90%[activator]	-16%	5	-5%[60.1 µM]	-12%
COc1ccc(CNC(=O)c2ccc3c(=O)n4c(nc3c2)CCCCC4)cc1OC	8%	-9%	1%	-3%	·	·	-6	-2%	8%
Cc1ccc(Cl)cc1NC(=O)C1CCN(C(=O)c2cnn(-c3ccccc3)c2-n2cccc2)CC1	-3%	·	-4%	-14%	-17%	-22%	-2	-6%	-5%

Looked up by compound from the list above:
SMILES	ERG-DNA inh	APE1 inh	ALOX12 inh	Pol eta inh	Anesthetic bind	POLB inh	LDHA block	POLK inh	RGS4 inh
CN(Cc1nc(-c2cnccn2)no1)CC1CCN(Cc2ccccc2)CC1	13%	4%	5%	-14%	-7%	0%	-4	-2%	-16%
COc1ccc(CNC(=O)c2ccc3c(=O)n4c(nc3c2)CCCCC4)cc1OC	8%	-9%	1%	-3%	·	·	-6	-2%	8%

Screens: PubChem, National Center for Advancing Translational Sciences (NCATS)

Only part of the results is shown; rates above refer to the full screens.
